Avidin bead fluor = compound fluoresces at 488/530 nm on avidin beads; compound fluorescence 488/530 nm, flow cytometry; stronger effect = higher value; fluorescence (KMESF) at 10 µM; 220,000 tested, 0.38% active; AID 1775; in the data active means fluorescence above about 47; further: inactives centre near 10
RGS7-Gao = regulators of human RGS7-Galphao interaction. Multiplexed bead flow cytometry, RGS7-Galphao binding; actives lie on both sides. binding response (% of control), % at 10 µM. 220,000 tested, 0.35% active; in the data active means binding response below about 49% or above about 150%; inconclusive means no clear call, values can overlap the other calls; inactive means in between;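 further: fluorescent Galphao held in activated GDP-AlF4 state binding bead-coupled RGS7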
Target sequence (P09471 whole entry, looked up): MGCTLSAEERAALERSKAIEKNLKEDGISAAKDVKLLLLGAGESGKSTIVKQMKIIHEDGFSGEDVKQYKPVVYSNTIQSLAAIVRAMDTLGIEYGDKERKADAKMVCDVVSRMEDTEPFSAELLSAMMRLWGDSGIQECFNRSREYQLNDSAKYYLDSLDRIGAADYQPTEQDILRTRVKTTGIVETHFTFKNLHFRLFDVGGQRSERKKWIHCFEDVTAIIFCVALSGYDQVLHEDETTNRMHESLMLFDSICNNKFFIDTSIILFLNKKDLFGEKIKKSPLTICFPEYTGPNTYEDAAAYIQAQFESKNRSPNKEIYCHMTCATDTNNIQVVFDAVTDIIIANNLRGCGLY
Mcl1 Noxa PPI = disrupts binding of human Mcl-1 to Noxa peptide; Q07820; TR-FRET Mcl-1/Noxa peptide binding, 2 h; inhibition, % at 21.7 µM; 220,000 tested, 1.5% active; AID 1022;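 active means compounds that cut the protein-peptide binding signal by more than 50% relative to plate controls in a single-dose test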;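 further: His-tagged Mcl-1 with rhodamine Noxa BH3 peptide and terbium anti-His antibody; 0% = Mcl-1 plus Noxa peptide wells and 100% = peptide-only wells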
Target sequence (Q07820 whole entry, looked up): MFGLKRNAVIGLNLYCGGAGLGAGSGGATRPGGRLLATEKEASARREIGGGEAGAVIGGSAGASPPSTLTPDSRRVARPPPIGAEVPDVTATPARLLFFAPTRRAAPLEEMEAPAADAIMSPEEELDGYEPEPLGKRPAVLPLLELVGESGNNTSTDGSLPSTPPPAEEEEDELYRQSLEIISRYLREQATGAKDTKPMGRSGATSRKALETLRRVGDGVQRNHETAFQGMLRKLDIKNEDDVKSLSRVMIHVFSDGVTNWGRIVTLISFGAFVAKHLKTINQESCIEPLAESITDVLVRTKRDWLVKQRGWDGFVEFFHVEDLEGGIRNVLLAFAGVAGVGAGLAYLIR
GSH bead fluor = GSH bead compound fluorescence profile. 190,000 tested, 0.25% active. GSH beads flow cytometry, compound fluorescence 488/530 nm; stronger effect = higher value. fluorescence (KMESF) at 10 µM; in the data active means fluorescence above about 89;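 further: glutathione beads carrying GST-tagged Bcl family fusion proteins plus one bare bead set; values are compound well signal with DMSO vehicle wells as background; inactives centre near 16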
Bim-Mcl-1 = disrupts Bim peptide binding to human Mcl-1 | 190,000 tested, 0.1% active | inhibition, % at 10 µM | Bead-based flow cytometry, Bim peptide-Mcl-1 binding; in the data active means inhibition above about 40%;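 further: 0% = no compound tracer wells and 100% = peptide blocker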
Pf gamet viab = kills late stage P. falciparum gametocytes. 150,000 tested, 0.065% active. inhibition, % at 10.9 µM. AID 743093. P. falciparum stage V gametocytes, ATP luminescence, 24 h;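 active means inhibition above the mean plus 3 SD of compounds within the control limits, set per campaign, cut at about 38% in these data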;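 further: 0% = DMSO wells and 100% = medium only without gametocytes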
RGS4-Gao reg = modulates binding of RGS4 to human Galphao; AID 1415; 220,000 tested, 0.33% active; Multiplexed bead flow cytometry; actives lie on both sides; binding response (% of control), % at 10 µM; in the data active means binding response below about 49% or above about 150%; inactive means in between;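 further: fluorescent Galphao activated with aluminum fluoride binding bead-coupled RGS4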
RGS8-Gao reg = modulates binding of RGS8 to human Galphao | P09471 | multiplexed bead flow cytometry; actives lie on both sides | response (percent of control binding), % at 10 µM | 220,000 tested, 0.34% active | AID 1423; in the data active means response below about 60% or above about 140%; inactive means in between;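 further: Galphao activated as the GDP aluminium fluoride complex binding bead-coupled RGS8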
Mcl1-Bid inh = Mcl-1/Bid interaction inhibition; TR-FRET Mcl-1/Bid-Dy647 peptide binding, 1536-well; 220,000 tested, 0.97% active; inhibition, % at 21.7 µM; Q07820; AID 1021;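 active means compounds that cut the binding signal by more than half at the single screening dose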;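 further: His-tagged Mcl-1 with europium anti-His antibody binding Bid BH3 peptide; 0% = Mcl-1 plus peptide wells and 100% = peptide-only wells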
ABCG2 inh = blocks JC-1 efflux by human ABCG2 transporter. Q9UNQ0. IgMXP3 cells, flow cytometry. inhibition, % at 6.6 µM. 190,000 tested, 0.1% active. AID 1325;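 active means inhibition above 80%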;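 further: 0% = DMSO and 100% = nicardipine control wells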
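Test system: IgMXP3 (ABCG2) plus far-red-tagged CCRF-Adr (ABCB1) cells / Amount: 3 million cells/mL in well / Reagent: JC-1 transporter substrate / Timing: 10 min compound exposure, 25 °C / Signal: flow cytometry, 530 nm JC-1 signal / Read-out: percent efflux inhibition, scaled nicardipine 100% to DMSO 0% / Benchmarks: nicardipine as high control, DMSO as low control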
ABCB1 inh = inhibitors of human ABCB1 transporter, ABCG2 counter-screen; CCRF-Adr cells, JC-1 efflux, flow cytometry; inhibition, % at 6.6 µM; 190,000 tested, 0.067% active; in the data active means inhibition above about 40%;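 further: 0% = vehicle and 100% = reference inhibitor; higher value means more JC-1 retained so stronger ABCB1 efflux block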
An asterisk follows results filed as active; ? = inconclusive; · = no result given.

The line under a structure holds: Avidin bead fluor, RGS7-Gao, Mcl1 Noxa PPI, GSH bead fluor, Bim-Mcl-1, Pf gamet viab, RGS4-Gao reg, RGS8-Gao reg, Mcl1-Bid inh, ABCG2 inh, ABCB1 inh
1. O=C(CS(=O)(=O)c1cn(Cc2cccc(F)c2)c2ccccc12)N1CCCCC1
    25, 100, -13, 19, 0, ·, 102, 102, -2, 0, 0.5
2. CCOC(=O)c1sc2nc3c(cc2c1N)COC(C)(C)C3
    31, 102, -4, 24, -8, ·, 102, 102, -4, 18, -0.8
3. CCCc1[nH]nc2c1C(c1ccc(OC)c(Cn3nc(C)c(Br)c3C)c1)C(C#N)=C(N)O2 (stereo not given)
    31, 101, -4, 13, 0, 2, 100, 100, -7, 3, 1.1
4. COc1ccc(S(=O)(=O)N2CCCCC2)cc1NC(=O)CN1CCN(C(C)=O)CC1
    24, 104, -13, 10, 0, 15, 110, 111, -5, 1, 0.2
5. CCSc1oc(-c2ccco2)nc1S(=O)(=O)c1ccc(F)cc1
    11, 101, 3, 58, -1, -28, 104, 99, -27, 4, 0.5
6. CCOC(=O)C1C(=O)C=C(c2ccc(C)cc2)CC1c1ccc([N+](=O)[O-])cc1 (stereo not given)
    14, 98, -130, 12, -3, -2, 97, 103, -4, 8, 2.2
7. O=C1C2C3C=CC(C3)C2C(=O)N1c1cccc2cccnc12 (stereo not given)
    13, 100, 9, 36, -7, 12, 105, 101, 0, 0, -0.3
8. CC(Oc1ccc(F)cc1)C(=O)NN (stereo not given)
    13, 99, -8, 14, -3, ·, 98, 99, -14, -2, -0.1
9. CC1CCCCC1NC(=O)CN1CCC(O)(c2ccc3c(c2)OCO3)CC1 (stereo not given)
    7, 99, 4, 15, -1, 9, 98, 115, -29, 0, 0.0
10. O=S(=O)(NC1CCc2ccccc21)c1ccc(S(=O)(=O)N2CCCC2)cc1 (stereo not given)
    30, 98, 6, 19, -5, 15, 98, 100, -5, 18, 0.8
11. COC(=O)Cc1c(C)nc2nc(-c3ccc(OC)cc3)[nH]n2c1=O
    33, 100, 11, 22, -4, 6, 94, 97, 0, 17, 0.7
12. CCCOc1ccc(N2C(=O)CC(N(CCc3ccc(OC)cc3)C(=O)c3ccccc3)C2=O)cc1 (stereo not given)
    7, ?, -14, ·, ·, -15, 98, 101, -15, ·, ·
13. Cc1ccccc1NC(=O)NC(C)(C)CC(C)(C)C
    10, 102, 7, 24, 0, 6, 101, 103, -20, 4, 0.6
14. O=C(NCc1ccc2c(c1)OCO2)c1cccc([N+](=O)[O-])c1
    ·, ·, 13, 19, -2, 10, ·, ·, -17, 1, 0.1
15. CS(=O)(=O)N(CCc1ccccc1)CC(=O)N1CCc2ccccc2C1
    22, 99, 9, 17, 7, ·, 97, 97, -14, 3, 1.0

Other results follow:
The line under a structure holds: Avidin bead fluor, RGS7-Gao, Mcl1 Noxa PPI, GSH bead fluor, Bim-Mcl-1, Pf gamet viab, RGS4-Gao reg, RGS8-Gao reg, Mcl1-Bid inh, ABCG2 inh, ABCB1 inh
16. CC(=O)Nc1ccc(-c2nc3c(C)cccc3[nH]2)cc1
    38, 100, 13, 12, 0, ·, 98, 99, 12, 2, 0.2
17. O=C(Nc1ccon1)c1ccc2c(c1)OCO2
    11, 101, 9, 34, -7, 12, 103, 103, 1, 0, 0.1
18. C=C(C(=O)c1ccccc1)C(C(=C)C(=O)c1ccccc1)c1ccc(OC)cc1
    12, ?, 7, ·, ·, 13, 101, 98, 69*, ·, ·
19. COc1ccccc1N(C)S(=O)(=O)c1ccc(C(=O)N2CCC(C(N)=O)CC2)cc1
    5, 100, 5, 10, -4, 0, 97, 96, -10, -1, 0.0
20. O=C(Nc1nc(-c2ccncc2)cs1)c1ccc(S(=O)(=O)N2CCOCC2)cc1
    15, 101, 4, 14, 0, ·, 99, 103, -5, 4, 0.7
21. COCCn1c(SCC(=O)Nc2ccc(OC)cc2)nc2c(oc3ccccc32)c1=O
    26, 103, -28, 9, -3, ·, 100, 108, 37, 1, 0.1
22. CSCC[C@H](NC(=O)NC1CCCC1)C(=O)O
    ·, ?, 32, ·, ·, 19, 100, 101, 11, ·, ·
23. COC(=O)c1c(C)oc(C)c1S(=O)(=O)NCc1ccc(Cl)cc1Cl
    7, ?, 10, ·, ·, 8, 99, 102, -32, ·, ·
24. O=C(CC1S/C(=N\S(=O)(=O)c2ccccc2)N(c2ccccc2)C1=O)Nc1ccc(F)cc1 (stereo not given)
    4, 99, 3, 9, -8, -1, 99, 102, -41, -6, -0.8
25. COc1ccc(C(=O)NCC2OCCc3ccccc32)c(O)c1 (stereo not given)
    9, 105, 23, 11, -2, 7, 104, 101, 10, 3, 0.3
26. COc1ccc(C2C(C(=O)/C=C/c3ccco3)=C(O)C(=O)N2CCN2CCOCC2)cc1OC (stereo not given)
    6, 92, 9, 18, -1, 4, 94, 94, -32, 3, 0.8
27. CC(C)CC(C(=O)Nc1ccc2c(c1)OCCO2)N1C(=O)c2ccccc2C1=O (stereo not given)
    22, 103, 3, 7, -2, ·, 95, 102, -20, 4, 0.3
28. O=S(=O)(Nc1nc2ccccc2nc1N1CCN(c2ccccn2)CC1)c1ccc(Cl)cc1
    14, 97, 37, 20, -1, ·, 93, 99, 15, 1, 1.0
29. COc1cccc(C2NC(=O)NC(C)=C2C(=O)Nc2ccc(C)cc2)c1OC (stereo not given)
    31, 98, -15, 22, 0, -2, 95, 96, -12, 0, -0.1
30. CN(C)c1ccc(NC(=O)Nc2ccc3snnc3c2)cc1
    5, 96, 93*, 5, 5, ·, 98, 100, -67, 0, 0.0

Remaining list, next part:
The line under a structure holds: Avidin bead fluor, RGS7-Gao, Mcl1 Noxa PPI, GSH bead fluor, Bim-Mcl-1, Pf gamet viab, RGS4-Gao reg, RGS8-Gao reg, Mcl1-Bid inh, ABCG2 inh, ABCB1 inh
31. Cc1cc(C)c(NC(=O)Cn2nnc(C(=O)NCc3cccs3)c2N)c(C)c1
    17, 99, -16, 20, 0, -12, 98, 99, -7, 0, 0.0
32. Cc1ccc(/C=C2\C(=O)ON=C2c2ccccc2)o1
    11, 96, 19, 12, -3, 20, 96, 99, -18, 3, 0.1
33. COc1ccc(Cl)cc1N1C(=O)[C@@H]2C(c3cccc(OC)c3OC)=NO[C@@H]2C1=O
    35, 106, -9, 24, 0, 31, 106, 107, 2, 4, 0.7
34. O=[N+]([O-])c1ccccc1CNC1CCCCCC1
    5, 98, 5, 23, 2, ·, 100, 102, 7, 0, -0.3
35. O=C(CC1C(=O)NCCN1CC1CCCCC1)NC1(c2ccccc2)CC1 (stereo not given)
    8, 99, 3, 10, 2, 11, 101, 101, -16, 13, -0.1
36. CCC(C)(C)n1nnnc1C(c1cc2cc(OC)c(OC)cc2[nH]c1=O)N1CCc2ccccc21 (stereo not given)
    14, 97, 21, 22, -1, ·, 100, 100, -48, 1, 2.7
37. Cc1nnc(N/N=C\c2ccc(-c3ccccc3[N+](=O)[O-])o2)n1N
    2, 94, 8, 9, 2, 18, 99, 93, -78, 11, 0.6
38. O=[N+]([O-])c1ccc(C[n+]2cccc3c4ccccc4ccc32)cc1
    7, 120, -9, 19, -2, ·, 103, 100, 7, 7, 1.0
39. NNC(=O)CN1C(c2cccc(Cl)c2)=Nc2ccc(Br)cc2C1c1ccccc1 (stereo not given)
    18, 100, 5, 35, -5, ·, 101, 100, -11, 16, 2.2
40. N#C/C(=C\c1c(N2CCOCC2)nc2ccccn2c1=O)S(=O)(=O)c1ccccc1
    25, 98, 12, 18, -3, -16, 99, 100, -1, 4, 1.3
41. N#Cc1ccccc1OCC(=O)Nc1c(C(=O)C2CC2)oc2ccccc12
    8, 103, -7, 11, 2, ·, 103, 102, -8, 11, 0.9
42. COc1ccc(/C=N/NC(=O)c2ccc(Cl)cc2)cc1Cn1cc(Cl)cn1
    6, 97, 25, 22, -6, 11, 94, 91, 17, -2, 0.2
43. ClCc1csc(-c2ccc(Cl)cc2)n1
    22, 102, -10, 10, -9, -3, 99, 101, -29, 70, 0.1
44. O=C1CCCc2c1nc(-c1ccccc1F)n2O
    4, ?, 27, ·, ·, -11, 89, 98, -1, ·, ·
45. COc1ccc(CCNC(=O)CCn2cccc2)cc1OC
    35, 98, 6, 12, -3, ·, 102, 100, -65, 0, 0.0

Later entries:
The line under a structure holds: Avidin bead fluor, RGS7-Gao, Mcl1 Noxa PPI, GSH bead fluor, Bim-Mcl-1, Pf gamet viab, RGS4-Gao reg, RGS8-Gao reg, Mcl1-Bid inh, ABCG2 inh, ABCB1 inh
46. COc1ccc(C2NC(=S)NC(C)=C2C(=O)N2CCOCC2)cc1 (stereo not given)
    15, 110, 19, 77, -5, 19, 94, 95, -30, 4, 0.0
47. CCc1nnc(NC(=O)CSc2ncnc3scc(-c4ccc(C)cc4)c23)s1
    10, 102, -13, 11, -2, 12, 102, 102, 1, 4, 0.8
48. COc1cc(C(=O)NCCc2ccc(S(N)(=O)=O)cc2)cc(OC)c1OC
    30, 102, -1, 19, -2, ·, 106, 103, -13, 0, 0.2
49. CN(C)S(=O)(=O)c1ccc(C(=O)Nc2ccc(OCC(=O)N3CCOCC3)cc2)cc1
    7, 101, -1, 15, 0, ·, 101, 105, 2, 5, 0.4
50. CN(C)c1ccc(P(=O)(Nc2ccc([N+](=O)[O-])cc2)N2CCOCC2)c(NC(=O)c2cccs2)c1 (stereo not given)
    14, 99, 34, 11, -2, -13, 102, 102, -17, 0, 0.0
51. CCOc1ccc(NC(=O)CCC(=O)N/N=C/c2ccc3c(c2)OCO3)cc1
    8, 103, -2, 19, 1, 14, 102, 102, -35, 8, 0.0
52. CCCCN(CCCC)NC(=O)c1ccccc1
    10, 103, 6, 12, 0, -2, 99, 101, -6, 7, 0.2

3 entries from above, in transposed form.
4: COc1ccc(S(=O)(=O)N2CCCCC2)cc1NC(=O)CN1CCN(C(C)=O)CC1
5: CCSc1oc(-c2ccco2)nc1S(=O)(=O)c1ccc(F)cc1
6: CCOC(=O)C1C(=O)C=C(c2ccc(C)cc2)CC1c1ccc([N+](=O)[O-])cc1 (stereo not given)

| assay / entry | 4 | 5 | 6 |
| --- | --- | --- | --- |
| Avidin bead fluor | 24 | 11 | 14 |
| RGS7-Gao | 104 | 101 | 98 |
| Mcl1 Noxa PPI | -13 | 3 | -130 |
| GSH bead fluor | 10 | 58 | 12 |
| Bim-Mcl-1 | 0 | -1 | -3 |
| Pf gamet viab | 15 | -28 | -2 |
| RGS4-Gao reg | 110 | 104 | 97 |
| RGS8-Gao reg | 111 | 99 | 103 |
| Mcl1-Bid inh | -5 | -27 | -4 |
| ABCG2 inh | 1 | 4 | 8 |
| ABCB1 inh | 0.2 | 0.5 | 2.2 |

Compounds as they come; overall some 3.3% were active at least once.
